dFosB activator = mouse delta FosB homodimer activation. P13346. purified delta FosB, TAMRA-CDK5 oligo fluorescence polarization; percent of positive-control signal above neutral wells. activation, % at 25 µM. 0.99% of 340,000 active. AID 493131;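 active means mean activation above about 17%, with every replicate also reaching it, limit read from the data, passing the limit was not always enough; inconclusive means only one of the two conditions met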;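 further: fluorescence polarization rise as delta FosB binds a TAMRA Cdk5 AP-1 oligo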
Target sequence (P13346 whole entry, looked up): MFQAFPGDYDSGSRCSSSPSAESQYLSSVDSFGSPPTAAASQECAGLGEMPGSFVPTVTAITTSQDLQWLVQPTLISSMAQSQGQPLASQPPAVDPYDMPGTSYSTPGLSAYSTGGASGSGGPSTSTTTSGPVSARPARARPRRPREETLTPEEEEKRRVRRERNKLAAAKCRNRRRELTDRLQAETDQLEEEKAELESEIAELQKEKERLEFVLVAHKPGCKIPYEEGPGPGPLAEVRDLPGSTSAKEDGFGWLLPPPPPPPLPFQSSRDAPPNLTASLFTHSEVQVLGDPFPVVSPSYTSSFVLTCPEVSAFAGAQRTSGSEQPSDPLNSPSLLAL
cardiac RTF act = increases calcium sensitivity of human cardiac regulated thin filaments. P19429+P45379. IANBD-labeled TnC RTF fluorescence at EC20 calcium; 0% EC20 calcium, 100% full calcium. activation, % at 7.2 µM. 0.24% of 340,000 active. AID 493008;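 active means activation above the mean over all tested compounds plus 3 SD, cut at about 30% in these data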;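 further: rise in fluorescence read as greater calcium sensitivity of cardiac thin filaments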
SR-BI HDL uptake = mouse SR-BI HDL lipid transfer inhibition; Q61009; ldlA[mSR-BI] CHO cells, DiI-HDL uptake fluorescence, 3 h; inhibition, % at 12.5 µM; 0.96% of 320,000 active; AID 488896;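 active means mean replicate inhibition of at least 70% and a set share of replicates each scoring 70 or more; inconclusive means meets just one of the two criteria; inactive means fails both criteria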;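 further: 0% = median of neutral control wells and 100% = median of positive control wells; values of inactives mirror those of a sister screen read the other way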
HTR5A ag = HTR5A agonism, opioid heterodimer counter-screen; P47898; 0.61% of 340,000 active; activation, % at 9.3 µM; HTR5A agonist assay, luminescence, cell-based; in the data active means activation mostly above about 9.5%, no sharp cut-off; inactive means mostly below about 7.6%;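 further: 0% = cells with vehicle only and 100% = reference agonist; strong numbers were not always called active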
Target sequence (P47898 whole entry, looked up): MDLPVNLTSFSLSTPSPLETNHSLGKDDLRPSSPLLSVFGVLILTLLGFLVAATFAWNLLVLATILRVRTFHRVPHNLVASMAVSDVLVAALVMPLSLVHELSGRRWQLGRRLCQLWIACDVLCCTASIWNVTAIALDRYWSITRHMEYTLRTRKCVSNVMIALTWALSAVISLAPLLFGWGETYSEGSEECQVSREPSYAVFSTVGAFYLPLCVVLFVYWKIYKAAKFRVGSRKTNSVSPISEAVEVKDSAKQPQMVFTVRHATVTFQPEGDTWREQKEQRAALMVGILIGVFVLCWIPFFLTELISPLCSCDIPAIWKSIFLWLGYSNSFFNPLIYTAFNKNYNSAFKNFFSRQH
Wnt bcat act = Wnt/beta-catenin pathway activation; Wnt/beta-catenin reporter cell assay, activator, plate reader; activation, % at 9.35 µM; 1.2% of 300,000 active; AID 743398; in the data active means activation above about 30%, passing the limit was not always enough; inconclusive means no clear call, values can overlap the other calls;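 further: 0% = neutral control wells and 100% = positive control wells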
SR-BI DiI-HDL act = activators of SR-BI mediated HDL lipid uptake. CHO ldlA[mSR-BI] cells, DiI-HDL uptake fluorescence, 3 h; 100 = double the neutral-control signal. 0.096% of 320,000 active. activation, % at 12.5 µM. AID 504775;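 active means mean replicate activation of at least 60% and every replicate at or above 60%; inconclusive means mean or all-replicate condition met, but not both; inactive means mean below 60% and not all replicates reaching 60%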;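 further: 0% = median plate neutral-control signal and 100% = twice that signal; values of inactives mirror those of a sister screen read the other way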
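Material – SR-BI-overexpressing, LDLR-lacking CHO cells · Medium – BSA-supplemented, HEPES-buffered Ham's F12, pH 7.4 · Doses – single concentration · Times – compound with DiI-HDL co-incubation, 3 h at 37 °C · Measured by – bottom-read fluorescence, 550/595 nm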
Rtt109 HAT inh = blocks Candida albicans Rtt109/Vps75 acetyltransferase activity; Q5AAJ8; AID 540336; 0.16% of 330,000 active; inhibition, % at 34.9 µM; purified Rtt109/Vps75, ThioGlo CoA-SH fluorescence, 4 h;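 active means inhibition of at least 50% in every replicate; inconclusive means best replicate reaches 50% inhibition but some replicates fall short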
Target sequence (Q5AAJ8 whole entry, looked up): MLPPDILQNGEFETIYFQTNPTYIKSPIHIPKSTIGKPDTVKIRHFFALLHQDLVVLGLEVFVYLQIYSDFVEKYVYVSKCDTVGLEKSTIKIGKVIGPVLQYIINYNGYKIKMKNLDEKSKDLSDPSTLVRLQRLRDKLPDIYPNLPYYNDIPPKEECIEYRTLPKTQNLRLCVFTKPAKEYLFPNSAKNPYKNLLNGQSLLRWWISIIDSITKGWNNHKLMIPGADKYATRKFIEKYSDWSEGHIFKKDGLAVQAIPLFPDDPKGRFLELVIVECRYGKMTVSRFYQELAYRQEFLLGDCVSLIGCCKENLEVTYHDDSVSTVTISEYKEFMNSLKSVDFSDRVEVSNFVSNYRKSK
PvdQ acylase = blocks Pseudomonas aeruginosa PvdQ acylase activity. inhibition, % at 10 µM. purified PvdQ acylase, fluorescence plate reader. 0.063% of 340,000 active; in the data active means inhibition above about 30%, passing the limit was not always enough; inconclusive means no clear call, values can overlap the other calls;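 further: 0% = vehicle neutral wells and 100% = reference inhibitor wells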
MITF TRPM1 HTS = activators of MITF-driven TRPM1 promoter activity in SK-MEL-5 cells; activation, % at 12.5 µM; 0.75% of 300,000 active; SK-MEL-5 TRPM1-promoter luciferase, 24 h; % of positive control, neutral wells = 0;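 active means mean activation of at least 80% with every replicate also reaching 80%; inconclusive means mean reaches 80% but some replicate falls short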;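 further: 0% = neutral control wells and 100% = parthenolide positive control wells; values of inactives mirror those of a sister screen read the other way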
CDK5 inh = CDK5/p35 (human) kinase inhibition; Q00535+Q15078; Recombinant CDK5/p35, ADP-Glo luminescence, 60 min; inhibition, % at 10 µM; 0.01% of 330,000 active; AID 488839;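 active means highest replicate inhibition of at least 50% and at least 75% of replicates reaching 50%; inconclusive means only one of the two criteria met; inactive means both criteria failed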;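 further: plate controls were DMSO neutral control for no effect and GW8510 at 10 µM for full effect; many of its hits are not listed in these tables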
Numbers without * were called inactive; ? = inconclusive; / = not tested or not shown.

SMILES | dFosB activator | cardiac RTF act | SR-BI HDL uptake | HTR5A ag | Wnt bcat act | SR-BI DiI-HDL act | Rtt109 HAT inh | PvdQ acylase | MITF TRPM1 HTS | CDK5 inh
COc1cc(CO)ccc1Oc1nc2ccccc2n2cnnc12 | -5 | -2 | 2 | 5 | -1 | -2 | -10 | -23 | 0 | 0.0
CC(C)Oc1ccc(Cn2c(-c3ccco3)n[nH]c2=S)cc1 | -8 | -2 | 3 | -3 | / | -3 | 12 | 11 | 0 | 2.5
COc1ccc(NC(=S)N2CCN(C/C=C/c3ccccc3)CC2)cc1OC | -7 | -1 | 9 | -2 | / | -9 | 0 | -7 | -21 | -1.2
COc1cc(OC)c(OC)cc1/C=C/C(=O)c1ccc(NS(=O)(=O)c2ccc(C)cc2)cc1 | -12 | 35* | 32 | 1 | -6 | -32 | 1 | -2 | -21 | -0.4
CCC(CC)c1nc(C#N)c(NCc2ccccc2)o1 | 4 | 0 | 16 | 3 | -7 | -16 | -5 | -6 | -6 | -3.1
CN1C[C@@H]2[C@@H]3C(=O)N(C)C(=O)[C@@H]3[C@](C)(C1=O)N2C(=O)c1ccc(C(C)(C)C)cc1 | 0 | 0 | -8 | -2 | -1 | 8 | -52 | -3 | 12 | -0.3
C/C(=N\NC(=O)c1cc2ccccc2cc1O)c1ccc2c(c1)OCO2 | -13 | -1 | 11 | -4 | / | -11 | -6 | -13 | 6 | -2.1
O=C(c1ccc(Br)cc1)N1CCC(C(=O)N2CCN(Cc3ccccc3)CC2)CC1 | 1 | 6 | 8 | 2 | 0 | -8 | -5 | -1 | -1 | -2.4
CC(NC(=O)COc1ccccc1)C(c1cccs1)N1CCCC1 (stereo not drawn) | -7 | 1 | 8 | 0 | 4 | -8 | -6 | -4 | -15 | 1.5
CCOc1ccccc1NC(=S)Nn1cnnc1 | -8 | -4 | -5 | -1 | -1 | 5 | 8 | 5 | -7 | 2.7
CCN(CC)S(=O)(=O)c1ccc(Cl)c(C(=O)Nc2cccnc2)c1 | -4 | 6 | -7 | 9 | -3 | 7 | 6 | 10 | / | 0.1
O=S(=O)(c1cccc(Br)c1)N1CCN(S(=O)(=O)c2ccc3c(c2)OCCO3)CC1 | 1 | -5 | -33 | 2 | 5 | 33 | 4 | -9 | -5 | -1.4
C=CCOC(=O)C1C(=O)CC(C)(O)C(C(=O)OCC=C)C1c1ccc(OCC)cc1 (stereo not drawn) | -9 | -3 | 1 | 1 | / | -1 | 5 | -16 | 1 | -0.6
N#Cc1c(Nc2ccccc2)[n+]([O-])c2ccc(Cl)cc2[n+]1[O-] | -6 | 1 | 11 | 2 | 7 | -11 | 5 | -10 | -71 | -0.6
O=C(O)c1cc([N+](=O)[O-])ccc1NCc1ccccc1Cl | 2 | -1 | -27 | -9 | 1 | 27 | 16 | -6 | -12 | 0.5
CCC(C)[C@H](NC(=O)OC(C)(C)C)C(=O)NCC1CCC(C(=O)N[C@@H](Cc2ccccc2)C(=O)O)CC1 (stereo partly drawn) | -5 | -1 | 3 | -2 | -2 | -3 | -4 | -1 | -7 | 2.0
Cc1cc(CNC(=S)Nc2ccc(Br)cc2Cl)nn1C | 1 | -2 | 8 | -5 | 4 | -8 | -3 | 0 | -5 | 0.9
Cc1c(C(=O)N2CCc3ccccc3C2)oc2ccc(S(=O)(=O)N3CCCCCC3)cc12 | -2 | 1 | 66 | 0 | -2 | -66 | -8 | -24 | -1 | -7.5
O=C(c1cn(-c2ccc(Cl)c(Cl)c2)nn1)C1CC1 | -1 | 6 | -7 | -1 | 5 | 7 | -5 | -8 | -12 | 0.6
Nc1ccnn1-c1ccccc1 | 4 | 3 | 1 | 4 | 1 | -1 | 6 | -17 | -3 | 0.9
NC(=O)C1CNc2ccccc2O1 (stereo not drawn) | 2 | -8 | -11 | 2 | / | 11 | 4 | 0 | -5 | 0.8
COc1ccccc1N1C(=NC(=O)CCC2CCCC2)SC2CS(=O)(=O)CC21 (stereo not drawn) | -10 | -5 | -16 | -6 | -3 | 16 | ? | 6 | 0 | 1.7
CCOC(=O)c1c(NC(=O)COC(=O)c2ccccn2)sc2c1CCC2 | 1 | 2 | / | 2 | / | / | -2 | -4 | 0 | -1.4
COc1cccc(N/N=C(\C#N)S(=O)(=O)C(C)(C)C)c1 | 2 | / | -1 | / | 0 | 1 | 5 | 10 | -2 | -0.8
CCN(C(=O)CSc1cc(C)c2ccccc2n1)C1CCS(=O)(=O)C1 (stereo not drawn) | 5 | -1 | 1 | -1 | -2 | -1 | 1 | -1 | -17 | 2.3

Next section.
SMILES | dFosB activator | cardiac RTF act | SR-BI HDL uptake | HTR5A ag | Wnt bcat act | SR-BI DiI-HDL act | Rtt109 HAT inh | PvdQ acylase | MITF TRPM1 HTS | CDK5 inh
Brc1ccc([C@H]2CN3CCSC3=N2)cc1 | 2 | -5 | -7 | 4 | 1 | 7 | 2 | 0 | 17 | -0.2
O=C(Nc1ccccc1)Oc1cccc(Br)c1 | -4 | 5 | -2 | 9 | 13 | 2 | 3 | 9 | 6 | -0.7
COc1ccccc1CC(Cc1nc2ccccc2[nH]1)c1nc2ccccc2[nH]1 (stereo not drawn) | 4 | 4 | -5 | 2 | -1 | 5 | 1 | -11 | 5 | -0.3
O=C1CC(c2ccccc2)CC(O)=C1C=NCCCO (stereo not drawn) | -1 | -2 | -30 | -4 | / | 30 | 7 | -7 | -7 | -0.3
COc1cccc2c1C1(O)C2CCCCCCCCCC12OCCCO2 (stereo not drawn) | -1 | 1 | 14 | 0 | -6 | -14 | 6 | 1 | 6 | -0.7
COc1cc(NC(=O)CN(C)S(=O)(=O)c2ccc3c(c2)CC(C)N3C(C)=O)cc(OC)c1 (stereo not drawn) | -18 | -1 | 21 | -4 | 1 | -21 | -6 | -2 | -13 | 0.4
Cn1ncc([N+](=O)[O-])c1C(=O)NC1CCCCC1 | 0 | -5 | -17 | 2 | -1 | 17 | 16 | 0 | -5 | /
O=C(CCc1ccccc1O)NC1CCCc2ccccc21 (stereo not drawn) | -2 | -4 | 0 | 10 | 0 | 0 | -2 | -27 | 2 | -6.4
Cc1nc(SCC(=O)Nc2ccccc2C(F)(F)F)c2c(=O)n(C)c(=O)n(C)c2n1 | 0 | -1 | -6 | -4 | / | 6 | -3 | -11 | -10 | -0.8
CCS(=O)(=O)N1Cc2ccccc2CC1C(=O)N(C)CC(=O)Nc1ccc(OC)cc1 (stereo not drawn) | -6 | 1 | -5 | 0 | -2 | 5 | -3 | -12 | / | 0.9
CCN1C(=O)CSc2ccc(C(=O)NCc3ccccc3)cc21 | -13 | 2 | 18 | -5 | 0 | -18 | -5 | -5 | 0 | -3.1
CCOC(=O)c1sc(NC(=O)c2ccco2)c(C#N)c1C | -8 | -1 | 5 | -2 | -3 | -5 | 9 | -5 | 7 | 0.7
CC(C)(C)c1ccc(C(=O)NN=C2CCCC2)cc1 | -9 | 1 | -17 | 15* | 0 | 17 | 3 | -15 | -5 | 0.7
COc1ccc(N2CCN(C(=O)CCCNC(=O)Cn3cnc4sc(C)c(C)c4c3=O)CC2)cc1 | -6 | -6 | 5 | 8 | 1 | -5 | -11 | -9 | -9 | -0.9
O=C(COC(=O)c1ccc([N+](=O)[O-])s1)c1ccc[nH]1 | -1 | -4 | -18 | -3 | 0 | 18 | 5 | 5 | -9 | 0.2
COc1ccc(N2CCN(C(=S)Nc3ccc(OC)cc3OC)CC2)cc1 | -8 | -3 | -5 | 3 | 1 | 5 | 7 | -12 | / | 2.1
CCOC(=O)N1CCC(NC(=O)c2cnc3n(c2=O)CCS3)CC1 | 1 | 0 | -19 | -1 | 1 | 19 | -12 | 1 | 1 | 1.8
CC1(C)c2cc(Cl)ccc2-n2c1cc(O)c(-c1ccccc1)c2=O | -2 | 0 | -12 | 1 | -3 | 12 | 1 | 3 | / | 0.5
Cc1c(N)cc(N)cc1C(=O)O | 1 | 1 | -18 | 4 | 4 | 18 | -3 | 2 | -9 | -0.6
CCOc1ccc(S(=O)(=O)Nc2cccc(C(=O)N(C)CC(=O)Nc3ccc(OC)cc3)c2)cc1 | -8 | -2 | 4 | -4 | -3 | -4 | -2 | -2 | -1 | -2.5
COCCC(=O)N1CCC(C(=O)Nc2ccc(Oc3ccccc3)nc2)CC1 | -3 | -7 | -15 | 1 | 9 | 15 | 8 | -4 | 48 | -0.7
Nc1nc(Cl)cc(Oc2ccc([N+](=O)[O-])cc2)n1 | 6 | 4 | -1 | -1 | 1 | 1 | -5 | -21 | / | 0.6
Fc1ccc(CN2CCN(c3ncnc4scc(-c5ccccc5)c34)CC2)cc1 | -6 | -6 | 33 | 0 | -6 | -33 | -4 | -12 | / | -1.9
NS(=O)(=O)c1ccc(CCNC(=O)CN2CCN(c3ccccc3O)CC2)cc1 | -3 | -4 | -5 | 2 | -4 | 5 | 20 | 2 | 3 | 1.3
N=C1C(c2nc3ccccc3[nH]2)=C(O)CN1c1ccc(F)cc1 | 1 | -3 | 8 | 2 | / | -8 | 3 | -5 | 45 | -0.8
Cc1ccccc1-c1nc(CS(=O)(=O)CC(=O)N2CCCCC2)c(C)o1 | -8 | -3 | -6 | -1 | 1 | 6 | -5 | -16 | 5 | 1.3
CC1(C)C(=O)OC(/C=C\c2cccc([N+](=O)[O-])c2)C(C)(C)C1=O (stereo not drawn) | 3 | 3 | -1 | -1 | 0 | 1 | -15 | -15 | -7 | 0.6
COc1ccc2occ(C(=O)c3cccs3)c2c1 | -17 | 0 | 28 | 5 | / | -28 | 2 | -6 | ? | -1.3

Compound profiles (already shown). Values in the order: dFosB activator	cardiac RTF act	SR-BI HDL uptake	HTR5A ag	Wnt bcat act	SR-BI DiI-HDL act	Rtt109 HAT inh	PvdQ acylase	MITF TRPM1 HTS	CDK5 inh
CCOC(=O)c1c(NC(=O)COC(=O)c2ccccn2)sc2c1CCC2 is listed with 1	2	/	2	/	/	-2	-4	0	-1.4
Cc1cc(CNC(=S)Nc2ccc(Br)cc2Cl)nn1C is listed with 1	-2	8	-5	4	-8	-3	0	-5	0.9
CCS(=O)(=O)N1Cc2ccccc2CC1C(=O)N(C)CC(=O)Nc1ccc(OC)cc1 (stereo not drawn) is listed with -6	1	-5	0	-2	5	-3	-12	/	0.9
NC(=O)C1CNc2ccccc2O1 (stereo not drawn) is listed with 2	-8	-11	2	/	11	4	0	-5	0.8
Cn1ncc([N+](=O)[O-])c1C(=O)NC1CCCCC1 is listed with 0	-5	-17	2	-1	17	16	0	-5	/
